Mdm2-MdmX inh: inhibitors of human Mdm2-MdmX association, primary screen, cell-based, luminescence, split luciferase, SaOS-2, uHTS. AID 485346, 2010. SaOS-2 split-luciferase Mdm2/MdmX complementation. inhibition, % at 8 µM. 330,000 tested, 3% active;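 active means inhibition of at least 50% at 8 µM in the primary screen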
Target sequence (O15151 whole entry, looked up): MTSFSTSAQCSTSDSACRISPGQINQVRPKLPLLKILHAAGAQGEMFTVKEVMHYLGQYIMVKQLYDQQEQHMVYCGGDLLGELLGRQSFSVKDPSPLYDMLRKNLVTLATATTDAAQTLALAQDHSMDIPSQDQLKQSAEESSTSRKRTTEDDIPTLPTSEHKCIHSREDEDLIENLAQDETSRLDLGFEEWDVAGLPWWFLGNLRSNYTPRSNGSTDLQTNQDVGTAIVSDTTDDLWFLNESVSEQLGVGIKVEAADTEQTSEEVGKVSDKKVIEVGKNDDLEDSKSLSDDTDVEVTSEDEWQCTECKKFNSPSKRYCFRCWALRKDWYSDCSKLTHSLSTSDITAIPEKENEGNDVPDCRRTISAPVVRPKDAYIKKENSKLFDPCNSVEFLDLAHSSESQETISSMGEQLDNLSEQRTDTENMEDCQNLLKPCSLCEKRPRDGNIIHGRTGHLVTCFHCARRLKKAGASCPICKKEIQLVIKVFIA
Target sequence (Q00987 whole entry, looked up): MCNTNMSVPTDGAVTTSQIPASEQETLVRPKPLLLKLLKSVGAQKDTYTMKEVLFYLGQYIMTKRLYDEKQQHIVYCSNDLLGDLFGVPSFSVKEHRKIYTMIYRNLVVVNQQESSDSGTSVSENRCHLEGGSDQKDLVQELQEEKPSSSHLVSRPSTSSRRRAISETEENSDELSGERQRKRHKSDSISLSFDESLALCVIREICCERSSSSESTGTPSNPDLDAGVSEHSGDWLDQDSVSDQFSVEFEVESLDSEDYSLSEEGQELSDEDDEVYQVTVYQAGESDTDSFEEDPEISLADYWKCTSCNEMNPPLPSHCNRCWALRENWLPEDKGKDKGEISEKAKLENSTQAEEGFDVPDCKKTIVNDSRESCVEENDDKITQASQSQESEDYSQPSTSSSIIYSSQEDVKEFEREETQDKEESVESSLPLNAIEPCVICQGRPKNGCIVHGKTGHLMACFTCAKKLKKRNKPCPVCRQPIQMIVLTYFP
tim23-1 inh: growth inhibitors of tim23-1 mutant yeast, primary screen, luminescence, uHTS; S. cerevisiae tim23-1 growth, BacTiter-Glo luminescence, 24 h; inhibition, % at 20 µM; 330,000 tested, 1.3% active;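 active means growth inhibition of the mutant yeast at or above 50%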;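 further: temperature-sensitive mutant grown at 25 °C; plate controls were DMSO-treated mutant yeast for no effect and medium wells lacking yeast for full effect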
APJ antagonist: antagonists of human apelin receptor APJ, primary screen, CHO-K1 cells, beta-arrestin complementation, luminescence; P35414; inhibition, % at 20 µM; AID 2521, 2010; 330,000 tested, 0.32% active;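 active means inhibition above about 40% at 20 µM, limit read from the data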;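 further: cells challenged with 10 nM apelin-13 agonist together with compound; plate controls were apelin-13 plus DMSO wells for no effect and DMSO wells lacking apelin-13 for full effect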
APJ ag: agonists of human apelin receptor APJ, primary screen, CHO-K1 cells, PathHunter beta-arrestin, luminescence; 330,000 tested, 0.11% active; activation, % at 20 µM; P35414; 0% DMSO wells, 100% apelin;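 active means activation more than six SD over the plate average, tested at 20 µM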;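 further: 0% = DMSO alone and 100% = apelin-13 at 10 nM; some results filed as inactive read as strong as hits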
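Assay system: CHO-K1 cells stably expressing ProLink-tagged human APJ and arrestin–beta-gal acceptor. Compound dosing: 20 µM single point, 1% DMSO. Times: 16-18 h seeding, 90 min dark compound exposure, 60 min detection. Detection: beta-gal luminescence. Evaluation: APJ–arrestin association signal. Controls: negative DMSO alone, positive Apelin-13 at 10 nM.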
697 NFkB inh: inhibitors of PMA/ionomycin-induced NF-kB reporter, 697 cells, primary screen, B-cell NF-kB inhibitor project, cell-based, luminescence, uHTS; 697 B-cell NF-kB luciferase reporter, 16 h; 330,000 tested, 0.33% active; inhibition, % at 4 µM; in the data active means inhibition above about 35%
CHOP UPR activ: activators of apoptotic CHOP UPR arm, primary screen, cell-based, CHO-CHOP luciferase reporter, luminescence, uHTS. UPR activation; percent of tunicamycin response over DMSO baseline. activation, % at 10 µM. 330,000 tested, 0.34% active. AID 449763, 2010;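 active means at 10 µM dose, activation of 40% or more, normalized to positive control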;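 further: 100% = tunicamycin at 10 µg/mL and 0% = DMSO alone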
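assay system = CHO CHOP reporter cells | amount = 500 CHO-CHOP cells per well | buffer or medium = F12 with 10% FBS | incubation = 16-18 h cell attachment, then 6 h compound exposure, 37 °C | detection = luminescence read with Steady-Glo | read-out = percent activation relative to tunicamycin control | controls = tunicamycin high control, DMSO low control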
Jurkat NFkB inh: inhibitors of induced NF-kB luciferase reporter, primary screen, TCR NF-kB activation inhibitor project, cell-based, luminescence, uHTS. Jurkat, PMA/ionomycin-induced NF-kB luciferase reporter. inhibition, % at 4 µM. 330,000 tested, 0.53% active. AID 435003, 2010; in the data active means inhibition above about 50%
XBP1 UPR activ: activators of adaptive XBP1 UPR arm, primary screen, cell-based, CHO-XBP1 luciferase reporter, luminescence, uHTS | activation, % at 20 µM | IRE1-XBP1 UPR activation; percent of tunicamycin response, DMSO as zero | 330,000 tested, 0.33% active;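 active means versus positive control, 20 µM dose yields 30% or more activation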;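 further: 100% = tunicamycin at 10 µg/mL and 0% = DMSO only wells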
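Material: CHO cell line with stable XBP1 luciferase reporter; buffer or medium: F12 medium containing 10% fetal bovine serum; compound: single point, 20 µM final compound, 1% DMSO; incubation: 6 h treatment, 37 °C; measured by: glow luminescence from Steady-Glo reagent; evaluation: activation, % of tunicamycin; control set: tunicamycin high, DMSO low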
Active calls of the source: *. Rows are unselected. About 5% of those tested had a hit in this group.

SMILES	Mdm2-MdmX inh	tim23-1 inh	APJ antagonist	APJ ag	697 NFkB inh	CHOP UPR activ	Jurkat NFkB inh	XBP1 UPR activ
C=CCNC(=S)Nc1ccc2cn[nH]c2c1	24	12	10	-2	14	1.0	6	-1
COCCCn1c(=O)c2sccc2n(Cc2cccc(F)c2)c1=O	13	23	14	-1	-12	0.5	-3	-4
Cc1ccc(C(=O)C(C)Oc2ccc3ccc(=O)oc3c2)cc1 (stereo not given)	18	9	1	-3	-6	-1.9	15	-5
C=CCN1C(=O)C(CC(=O)O)SC1=Nc1ccc(N=Nc2ccccc2)cc1 (stereo not given)	-3	12	2	-2	15	-0.7	11	9
CC(C)(C)C(=O)[C@@H]1[C@@H]2C(=O)N(c3ccc4c(c3)OCCO4)C(=O)[C@@H]2C2c3ccccc3C=CN21 (stereo not given in full)	12	25	-24	2	-1	3.6	-16	-2
C=C(C)CNC(=S)/N=c1\scc(C)n1CC	17	6	2	-1	-16	3.0	4	-1
COc1cc(/C=C/C(=O)OCC(=O)Nc2oc(C)c3c(C)n[nH]c(=O)c23)ccc1OC(F)F	12	-15	9	-5	12	-0.4	2	1
CCN1C(=O)c2cccc3c(NC(=O)C4CCCCC4)ccc1c23	55*	-6	7	-5	32	-2.9	2	-1
C=C(C)c1cccc(C(C)(C)NC(=O)NC2CC(C)(C)NC(C)(C)C2)c1	7	24	9	-1	-21	-0.8	-8	3
COc1ccc(S(=O)(=O)N(C)CC(=O)NCc2ccc3c(c2)OCO3)cc1	6	10	-2	-2	3	0.9	-5	0
C=CCOc1ccccc1CN1CCC(Cc2ccccc2)CC1	18	-18	22	-5	-5	1.2	-2	-3
CCCn1c(SCC(=O)Nc2cc(C)on2)nc2c1c(=O)n(C)c(=O)n2C	21	5	-5	-4	16	-1.5	9	-5
CCCCCCCCOC(=O)C(NC(=O)CCC(=O)Nc1ccc(S(N)(=O)=O)cc1)C(O)c1ccccc1 (stereo not given)	25	-1	0	-2	-14	-1.3	-1	4
COc1ccc(C(C(=O)NC2CCCCC2)N(C(=O)c2ccco2)c2ccccc2OC)cc1 (stereo not given)	-6	25	11	-2	-19	-0.6	-19	-1
CCc1ccc(Oc2cc(Cl)nc(N)n2)cc1	-45	0	-18	-3	-70	4.3	-22	5
Cc1[nH]n(-c2ccc([N+](=O)[O-])cc2)c(=O)c1/C=N/N1CCOCC1	9	19	-1	-5	-18	2.3	-12	-3
O=C(CN(CCc1ccccc1)S(=O)(=O)c1ccc(Br)cc1)N/N=C/c1ccccc1C(=O)O	0	16	-7	0	1	0.7	-2	-3
Cc1sc2nc(CSc3ccccc3)nc(N3CCC(C(N)=O)CC3)c2c1C	-2	24	-17	-3	8	0.9	7	14
COc1cccc2c1OCC(CN1CCN(CCC(C)C)C(CCO)C1)=C2 (stereo not given)	-6	18	10	-2	-7	-1.4	-2	-3
O=C(NNC(=O)c1ccccc1-n1cccc1)c1ccc(Cl)cc1	10	33	5	4	5	-2.8	-2	-1
O=C(CN1CCN(CC(=O)Nc2ccccn2)CC1)Nc1ccccn1	-9	12	-11	-3	9	-5.1	-1	-1
Cn1c(=O)[nH]c(=O)c2c1nc(N1CCCCC1)n2CCSc1ncccn1	4	10	-11	6	-14	0.9	-2	1
O=C(CN1C(=O)c2ccccc2S1(=O)=O)Nc1ncc(Cl)cc1Cl	84*	16	-8	-3	25	-3.8	14	-6
O=C(CSc1ccc(S(=O)(=O)N2CCOCC2)cn1)Nc1ccc(F)c(F)c1	-20	10	-10	-1	1	2.3	21	-4
Cc1ccc2nc(SCC(=O)Nc3cc(C(F)(F)F)ccc3N3CCOCC3)[nH]c2c1	84*	6	13	-3	-47	2.0	52*	35*

Overlap with the part before: 3 entries; new compounds follow.
SMILES	Mdm2-MdmX inh	tim23-1 inh	APJ antagonist	APJ ag	697 NFkB inh	CHOP UPR activ	Jurkat NFkB inh	XBP1 UPR activ
O=C(CN1C(=O)c2ccccc2S1(=O)=O)Nc1ncc(Cl)cc1Cl	84*	16	-8	-3	25	-3.8	14	-6
O=C(CSc1ccc(S(=O)(=O)N2CCOCC2)cn1)Nc1ccc(F)c(F)c1	-20	10	-10	-1	1	2.3	21	-4
Cc1ccc2nc(SCC(=O)Nc3cc(C(F)(F)F)ccc3N3CCOCC3)[nH]c2c1	84*	6	13	-3	-47	2.0	52*	35*
COc1cc(C(=O)NCC(=O)Nc2ccc(F)c(F)c2)ccc1OCC(=O)N1CCOCC1	13	-4	11	1	9	-1.0	-4	-1
COc1ccc(Br)cc1C(=O)Nc1cccc(C)c1C	-15	-3	5	-1	17	-0.2	2	-1
CCC1Oc2ccccc2N(CC(=O)N2CCOCC2)C1=O (stereo not given)	-8	4	-3	0	-3	0.9	12	-3
O=C(Cn1c(N2CCN(c3ccccc3)CC2)nc2ccccc21)c1ccccc1	7	41	23	-1	0	0.3	12	0
O=C(Cn1ccc2ccccc2c1=O)NCC(=O)N1CCN(c2ccccc2F)CC1	-14	9	-16	-2	4	-1.3	-10	-7
O=C(NCc1ccco1)c1cccc(N2CCCC2=O)c1	-21	4	15	8	-33	-0.4	-6	1
CCOc1ccc(NC(=O)CN(C)C(=O)c2ccc(N3CCCCCC3)c([N+](=O)[O-])c2)cc1OCC	28	-3	15	-4	42*	0.3	-14	-5
CC(=O)Nc1ccc(NC(=O)CSc2nnc(C)c(=O)[nH]2)cc1	-13	-2	1	-1	20	1.5	-3	1
O=C(C1CC1)N1CCCC(c2ccc(Cl)cc2)=N1	37	11	2	-2	4	-1.1	-15	0
Cc1cc(C)cc(NC(=O)C2(c3ccccc3)CC2(Cl)Cl)c1 (stereo not given)	29	38	7	-2	10	-1.0	6	1
O=C(COC(=O)c1cc2ccccc2o1)c1ccccc1	0	21	9	-5	12	6.5	21	1
O=C1c2ccccc2C(=O)N1CCCCN(C(=O)c1cc([N+](=O)[O-])cc([N+](=O)[O-])c1)c1ccc(Cl)cc1	10	30	-8	4	-45	3.0	19	-1
CC(NC(=S)Nc1ccc(Cl)cc1)C(c1ccccc1)N1CCOCC1 (stereo not given)	5	24	12	-2	2	-1.3	14	-3
Fc1ccc(C2=Nc3cccc4cccc(c34)N2)cc1	-12	29	-3	2	-18	0.2	-9	1
Cc1cc(C(=O)OCC(=O)Nc2ccc(S(N)(=O)=O)cc2)c2ccccc2n1	8	17	-14	-1	-17	0.0	-3	6
CCOC(=O)CC1C(=O)NCCN1S(=O)(=O)c1ccc(Cl)c(Cl)c1 (stereo not given)	-17	9	-14	-4	-11	-0.4	-18	1
O=[N+]([O-])c1ccccc1COc1ccc(Cl)c2cccnc12	-67	12	7	-4	-306	-0.3	-76	-9
O=C(NCc1ccc2c(c1)OCO2)c1cccs1	5	9	18	-3	13	-1.4	0	-2
CCCC(=O)Nc1ccc2oc(=O)ccc2c1	8	13	1	-1	15	-0.1	-3	-2
O=C(CN1CCN(c2ccc(F)cc2)CC1)NCc1cccs1	16	10	-4	-2	9	2.1	2	2
Cn1c(SCC(=O)N2CCOCC2)nnc1-c1cccc(NC(=O)c2ccccc2)c1	-5	4	3	-2	1	-1.5	-3	-1
COCCn1nnnc1C(C(C)C)N1CCC(Cc2ccccc2)CC1 (stereo not given)	5	44	28	-7	12	-1.9	13	0
CCOC(=O)c1csc(-c2ccc([N+](=O)[O-])cc2)n1	-7	1	-29	4	-3	3.1	-31	2
CC1Cc2ccccc2N1C(=O)CN1CCN(S(=O)(=O)c2cccs2)CC1 (stereo not given)	-1	36	-7	-1	1	-2.6	-1	0
COc1ccc(CNC(=O)COC(=O)c2ccccn2)cc1	19	-3	9	0	6	-1.2	4	-1
(continued)
SMILES	Mdm2-MdmX inh	tim23-1 inh	APJ antagonist	APJ ag	697 NFkB inh	CHOP UPR activ	Jurkat NFkB inh	XBP1 UPR activ
Cc1[nH]c2ccccc2c1C(=O)COC(=O)c1ccc2c(=O)n3c(nc2c1)CCC3	59*	14	5	-2	-72	-3.5	-18	0
CCOc1ccc(N2C(=O)CN(O)C=C3N=c4ccccc4=C32)cc1	22	11	-13	2	17	0.2	-14	-3
O=C(COc1ccccc1)Nc1ncc2c(n1)CCCC2=O	-3	-15	-3	0	-2	3.1	-19	-3
COc1ccc(-n2nnc3c(SCC(=O)NCc4ccco4)ncnc32)cc1	1	20	-2	-2	13	-2.4	7	-1
CCOc1ccccc1N(CC(=O)NCCOC)C(=O)CCC(=O)Nc1ccccn1	-3	-5	17	-3	-6	-1.1	-16	-2
CCCOc1ccc(CN2CCOCC2)cc1OC	6	-3	7	-2	8	0.3	3	3
COCC(=O)N1CCCC(C(=O)c2ccc(-c3ccccc3)cc2)C1 (stereo not given)	5	15	14	0	-6	5.7	-13	-2
CC1=CC(C)(C)N2C(=O)C3(SCC(=O)N3c3ccc(F)cc3)c3cc(C)cc1c32 (stereo not given)	16	43	19	-3	12	-1.2	-8	2

Some of the entries so far, with values under each structure.
Every second line gives: Mdm2-MdmX inh	tim23-1 inh	APJ antagonist	APJ ag	697 NFkB inh	CHOP UPR activ	Jurkat NFkB inh	XBP1 UPR activ
> O=C(COc1ccccc1)Nc1ncc2c(n1)CCCC2=O
→ -3	-15	-3	0	-2	3.1	-19	-3
> CC1=CC(C)(C)N2C(=O)C3(SCC(=O)N3c3ccc(F)cc3)c3cc(C)cc1c32 (stereo not given)
→ 16	43	19	-3	12	-1.2	-8	2

One compound at a time, from the list above:
Shown for `CCOc1ccccc1N(CC(=O)NCCOC)C(=O)CCC(=O)Nc1ccccn1` = Mdm2-MdmX inh: -3; tim23-1 inh: -5; APJ antagonist: 17; APJ ag: -3; 697 NFkB inh: -6; CHOP UPR activ: -1.1; Jurkat NFkB inh: -16; XBP1 UPR activ: -2
Shown for `CCOc1ccc(N2C(=O)CN(O)C=C3N=c4ccccc4=C32)cc1` = Mdm2-MdmX inh: 22; tim23-1 inh: 11; APJ antagonist: -13; APJ ag: 2; 697 NFkB inh: 17; CHOP UPR activ: 0.2; Jurkat NFkB inh: -14; XBP1 UPR activ: -3

Assay outcomes: PubChem BioAssay, Sanford-Burnham Center for Chemical Genomics
